High-throughput results as filed in PubChem.
PvdQ inh: P. aeruginosa PvdQ acylase inhibition; inhibition, % at 10 µM; purified PvdQ acylase, fluorescence plate reader; 0.063% of 340,000 active; in the data active means inhibition above about 30%, passing the limit was not always enough;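 further: 0% = vehicle neutral wells and 100% = reference inhibitor wells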
SR-BI HDL uptake: mouse SR-BI HDL lipid transfer inhibition; Q61009; ldlA[mSR-BI] CHO cells, DiI-HDL uptake fluorescence, 3 h; inhibition, % at 12.5 µM; 0.96% of 320,000 active; AID 488896;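 active means mean replicate inhibition of at least 70% and a set share of replicates each scoring 70 or more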;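 further: 0% = median of neutral control wells and 100% = median of positive control wells; values of inactives mirror those of a sister screen read the other way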
dFosB act: activators of mouse delta FosB homodimer; P13346; purified delta FosB, TAMRA-CDK5 oligo fluorescence polarization; percent of positive-control signal above neutral wells; activation, % at 25 µM; 0.99% of 340,000 active; AID 493131;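 active means mean activation above about 17%, with every replicate also reaching it, limit read from the data, passing the limit was not always enough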;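 further: fluorescence polarization rise as delta FosB binds a TAMRA Cdk5 AP-1 oligo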
HTR5A ag: counter-screen for OPRM1-OPRD1 agonists: human HTR5A agonism; activation, % at 9.3 µM; P47898; 0.61% of 340,000 active; HTR5A agonist assay, luminescence, cell-based; in the data active means activation mostly above about 9.5%, no sharp cut-off; inactive means mostly below about 7.6%;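 further: 0% = cells with vehicle only and 100% = reference agonist; strong numbers were not always called active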
Target sequence (P47898 whole entry, looked up): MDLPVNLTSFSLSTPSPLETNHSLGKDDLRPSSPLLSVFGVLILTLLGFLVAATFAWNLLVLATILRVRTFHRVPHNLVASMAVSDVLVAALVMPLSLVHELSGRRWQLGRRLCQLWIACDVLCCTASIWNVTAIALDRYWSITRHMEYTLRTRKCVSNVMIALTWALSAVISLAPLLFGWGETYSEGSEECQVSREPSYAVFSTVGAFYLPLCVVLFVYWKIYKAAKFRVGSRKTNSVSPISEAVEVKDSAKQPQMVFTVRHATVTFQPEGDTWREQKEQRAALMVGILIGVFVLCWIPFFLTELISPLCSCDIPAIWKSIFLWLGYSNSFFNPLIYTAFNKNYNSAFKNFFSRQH
V-ATPase pHluor: yeast V-ATPase proton transport regulation by pHLuorin; response, % at 10 µM; 0.37% of 350,000 active; S. cerevisiae, pHLuorin cytosolic pH fluorescence; AID 504577; in the data active means response mostly above about 7.3%, no sharp cut-off; inactive means mostly below about 5.4%; further: actives read high; inactives centre near 0; some compounds called inactive have numbers as strong as hits; reference of the scale not given here
MITF act: MITF TRPM1 promoter activation in melanoma cells | SK-MEL-5 TRPM1-promoter luciferase, 24 h; % of positive control, neutral wells = 0 | activation, % at 12.5 µM | 0.75% of 300,000 active | AID 588334;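 active means mean activation of at least 80% with every replicate also reaching 80%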;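 further: 0% = neutral control wells and 100% = parthenolide positive control wells; values of inactives mirror those of a sister screen read the other way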
HTR5A inv ctr: HTR5A inverse agonism, opioid heterodimer counter-screen | P47898 | AID 504634 | inhibition, % at 9.3 µM | 0.083% of 340,000 active | HTR5A cell line, luminescence; in the data active means inhibition mostly above about 23%, no sharp cut-off; inactive means mostly below about 18%;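 further: 0% = cells with DMSO and 100% = no-cell wells with DMSO; some compounds called inactive have numbers as strong as hits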
CDK5 p35 inh: blocks human CDK5/p35 kinase activity; inhibition, % at 10 µM; Recombinant CDK5/p35, ADP-Glo luminescence, 60 min; Q00535+Q15078; 0.01% of 330,000 active;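 active means highest replicate inhibition of at least 50% and at least 75% of replicates reaching 50%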;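 further: plate controls were DMSO neutral control for no effect and GW8510 at 10 µM for full effect; many of its hits are not listed in these tables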
Target sequence (Q00535 whole entry, looked up): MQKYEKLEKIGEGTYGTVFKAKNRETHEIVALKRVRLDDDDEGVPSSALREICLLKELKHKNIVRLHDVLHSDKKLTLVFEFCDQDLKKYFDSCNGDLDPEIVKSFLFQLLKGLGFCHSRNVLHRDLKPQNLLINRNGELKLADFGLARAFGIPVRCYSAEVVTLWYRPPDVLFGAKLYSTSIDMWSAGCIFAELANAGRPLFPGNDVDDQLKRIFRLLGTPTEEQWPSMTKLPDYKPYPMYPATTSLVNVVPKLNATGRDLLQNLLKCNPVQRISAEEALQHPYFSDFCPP
Target sequence (Q15078 whole entry, looked up): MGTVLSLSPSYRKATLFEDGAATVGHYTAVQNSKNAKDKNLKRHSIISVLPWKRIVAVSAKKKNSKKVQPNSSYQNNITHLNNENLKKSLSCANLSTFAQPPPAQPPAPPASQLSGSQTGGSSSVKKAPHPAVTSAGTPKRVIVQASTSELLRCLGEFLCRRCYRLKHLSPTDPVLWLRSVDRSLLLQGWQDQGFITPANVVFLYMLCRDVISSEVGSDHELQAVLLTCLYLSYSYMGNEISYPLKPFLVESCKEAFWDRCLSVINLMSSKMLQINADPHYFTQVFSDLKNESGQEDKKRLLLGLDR
Wnt act: activators of Wnt/beta-catenin signaling | Wnt/beta-catenin reporter cell assay, activator, plate reader | activation, % at 9.35 µM | 1.2% of 300,000 active | AID 743398; in the data active means activation above about 30%, passing the limit was not always enough;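 further: 0% = neutral control wells and 100% = positive control wells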
NSD2 inh: NSD2 (human) methyltransferase inhibition. inhibition, % at 12.5 µM. O96028. 0.54% of 310,000 active. NSD2 peptide methylation, AlphaScreen, 120 min; in the data active means inhibition above about 50%
An asterisk follows results filed as active; / = not tested or not shown.

SMILES	PvdQ inh	SR-BI HDL uptake	dFosB act	HTR5A ag	V-ATPase pHluor	MITF act	HTR5A inv ctr	CDK5 p35 inh	Wnt act	NSD2 inh
CCCCn1c(N)c(N(CCC(C)C)C(=O)CC2CCCC2)c(=O)[nH]c1=O	1.8	-3.6	6.2	-1.7	-1.9	-6.8	4.6	0.4	-1.8	-3.9
COc1ccc(Cc2nc3ccc(C(=O)NCc4cc(C)no4)cc3o2)cc1	4.3	-23.6	-8.5	4.0	-5.3	90.9*	5.2	1.8	7.2	-1.7
C/C(=N/NC(=O)c1ccncc1)c1cc2ccc(O)cc2oc1=O	-2.0	-21.6	14.3	4.1	-3.8	-6.3	-10.7	1.1	-2.8	2.0
CCn1c(=O)c(-c2cc(=O)[nH][nH]2)c(O)c2ccccc21	-16.1	-15.4	0.4	1.5	-4.0	0.6	-1.8	-4.0	0.1	-1.0
Cc1nn(CC#N)c(=O)n1-c1ccc(F)cc1	-8.3	-23.7	2.0	1.5	-1.1	17.8	17.4	-1.7	-2.6	2.6
Cc1ccc(S(=O)(=O)N(C)CC(=O)OCC(=O)N2CC(=O)Nc3ccccc32)cc1	-8.7	-16.6	-3.3	2.3	-0.6	4.8	4.3	0.4	0.5	1.2
O=C(NCc1ccccc1Cl)c1cnc2n(c1=O)CCS2	-5.0	0.9	-2.6	-2.6	-1.9	-2.0	7.8	-0.6	1.0	/
Cc1onc(-c2ccccc2Cl)c1C(=O)OCC(=O)c1ccc[nH]1	2.8	13.9	-6.9	2.3	-0.2	-12.0	6.6	0.4	-1.2	1.2
Cc1cc(OCc2cc(C(=O)N(C)CCCN3CCOCC3)no2)cc(C)c1Cl	-7.6	22.3	-7.5	-1.4	-0.9	18.6	9.9	1.0	-9.5	0.7
CC(OC(=O)CN1C(=O)COc2ccccc21)C(=O)NCc1ccc(F)cc1 (stereo not given)	-18.3	-1.9	2.0	-6.0	-1.9	-0.2	-10.4	-1.0	-3.5	0.0

At a glance, 3 of the compounds above.
SMILES	PvdQ inh	SR-BI HDL uptake	dFosB act	HTR5A ag	V-ATPase pHluor	MITF act	HTR5A inv ctr	CDK5 p35 inh	Wnt act	NSD2 inh
CCCCn1c(N)c(N(CCC(C)C)C(=O)CC2CCCC2)c(=O)[nH]c1=O	1.8	-3.6	6.2	-1.7	-1.9	-6.8	4.6	0.4	-1.8	-3.9
COc1ccc(Cc2nc3ccc(C(=O)NCc4cc(C)no4)cc3o2)cc1	4.3	-23.6	-8.5	4.0	-5.3	90.9*	5.2	1.8	7.2	-1.7
C/C(=N/NC(=O)c1ccncc1)c1cc2ccc(O)cc2oc1=O	-2.0	-21.6	14.3	4.1	-3.8	-6.3	-10.7	1.1	-2.8	2.0

Next part:
SMILES	PvdQ inh	SR-BI HDL uptake	dFosB act	HTR5A ag	V-ATPase pHluor	MITF act	HTR5A inv ctr	CDK5 p35 inh	Wnt act	NSD2 inh
CN(C)CCCN(Cc1ccccc1)C(=S)Nc1ccc(F)c(Cl)c1	7.9	-7.6	-7.2	3.8	-0.5	-8.9	-10.4	1.7	-0.1	1.8
CC(=NNC(=S)N1CC2CCC(CC2)C1)c1ccncn1	4.8	33.9	-1.7	1.2	4.7	-75.6	-4.6	-0.4	-13.6	1.4
CC(=O)Nc1ccc2nc(SCC(=O)O)sc2c1	4.2	-1.4	-2.9	-8.8	-0.1	22.4	-2.8	-1.5	/	-1.0
Cc1ccc(NS(=O)(=O)c2ccc3c(c2)NC(=O)CO3)cc1Cl	-5.5	-4.5	-11.3	-3.5	3.0	-6.4	-5.4	-0.7	-2.4	2.2
CN(C)CCn1c(=O)n(Cc2ccco2)c(=O)c2c3c(sc21)CCCCC3	-12.2	-10.7	0.1	1.2	-1.0	5.4	-0.1	1.1	/	26.5
CCN(CC(=O)Nc1c(F)cccc1F)C(=O)c1ccc(S(=O)(=O)N2CCCCC2)cc1	-19.0	1.9	-6.2	-3.9	0.8	-4.5	-20.2	-0.6	-0.6	-4.2
O=C(Cn1cc(C(F)(F)F)ccc1=O)Nc1cccc(S(=O)(=O)N2CCOCC2)c1	5.6	-23.0	-1.3	-2.3	-1.7	-12.3	6.1	-1.1	-1.8	-1.7
O=C(Nc1nccs1)C1CCCN1/C=C/C(=O)C(F)(F)F (stereo not given)	11.7	18.2	-4.8	-0.2	-1.1	13.1	0.9	-0.3	0.1	0.3
COc1ccc(CNC(=O)CN(c2cccc(OC)c2)S(C)(=O)=O)cc1	-11.3	/	3.1	0.5	-2.5	1.8	-1.2	0.3	/	1.0
COc1ccc(C2CC(c3ccccc3)=NN2C(=O)COC(=O)CNC(=O)c2ccccc2)cc1 (stereo not given)	-13.4	-10.2	-3.5	2.5	-0.3	-0.7	-6.7	-1.0	-6.9	-1.7
CCSc1nnc(NC(=O)COc2ccccc2)s1	11.6	5.4	3.8	-2.6	3.2	12.1	5.3	-0.7	-2.6	-1.7
Cc1ccc(S(=O)(=O)NN2C(=O)/C(=C/c3ccccn3)SC2=S)cc1	-3.9	-1.7	-9.3	2.3	-1.1	3.4	11.8	-1.8	/	24.7
CNC(=O)c1cc(S(=O)(=O)NCc2ccncc2)ccc1OC	-1.9	-23.4	-1.8	-2.8	0.3	4.4	-15.0	0.0	-1.3	-0.3
Cc1cc(CNC(=O)COc2ccc(F)cc2F)c2ccccc2n1	-11.7	-12.7	-8.8	2.7	-0.5	-8.1	-33.7	1.4	-0.7	-1.2
N#Cc1cc2c(nc1SCc1ccccc1)CCCCC2	-0.5	4.8	7.9	-6.1	-0.7	10.5	15.8	-0.5	-4.9	-3.5
Cc1onc(-c2ccccc2)c1C(=O)NCc1ccco1	7.9	-15.1	-6.3	3.9	2.1	-0.5	-11.0	-2.7	/	2.0
O=C(NC1CCCN(CCc2ccccc2)C1)C1CCCC1 (stereo not given)	11.6	-6.4	3.4	1.0	-0.5	/	-3.7	2.0	-0.6	-0.1
COC1OC(CO)C(N=C(C)C)C1O (stereo not given)	11.6	-10.6	0.6	-1.3	7.8	9.4	5.0	0.7	-2.7	-0.8
O=C(Cn1nnc(-c2cc(C(F)(F)F)cc(C(F)(F)F)c2)n1)NNC(=S)Nc1ccc(Cl)cc1	-1.5	/	-0.2	4.3	-1.6	/	1.4	0.8	-1.6	-1.9
NNC(=O)CS(=O)(=O)CS(=O)(=O)CC(=O)NN	-15.5	-4.5	5.8	0.6	-1.1	/	-3.2	-0.8	5.2	-1.4
c1ccc2cc(CN3CCOCC3)ccc2c1	-13.8	-14.8	-2.5	-1.9	-0.6	8.4	1.9	-1.7	/	/
O=C(COC(=O)COc1ccccc1F)NC1CC1	-5.5	-8.9	-5.4	-5.4	2.0	2.8	13.2	-0.5	1.5	-2.0
O=C1Nc2ccc(F)cc2C12OCCO2	11.7	-19.1	-7.0	0.6	-2.8	-0.2	-2.1	13.8	0.4	3.6
COc1ccccc1NC(=S)N(Cc1ccc(C)cc1)Cc1ccccn1	-21.0	-5.4	-14.1	-3.1	-2.0	1.2	1.9	1.7	-1.9	-2.2
COc1cc(C2NC(=O)NC(C)=C2C(C)=O)ccc1O (stereo not given)	-5.7	/	4.5	4.0	0.4	-6.2	-19.9	-2.5	-0.9	-0.1
O=C(Nc1ccc(-n2cc(Br)cn2)cc1)c1ccncc1	8.6	36.6	-6.3	3.8	3.7	-0.2	-14.0	2.4	3.3	0.7
O=C1CCC(Cc2ccccc2)N1 (stereo not given)	14.0	3.8	-3.9	-4.2	2.8	-4.6	10.8	1.9	/	-2.0
CN(CC(=O)Nc1cccc2ccccc12)C(=O)/C=C/c1cccs1	-21.9	-24.2	-5.2	-1.1	1.3	6.3	0.6	-1.6	/	-1.0
COc1ccc(N(CC(=O)NCc2ccc(Cl)cc2)S(=O)(=O)c2c(C)n[nH]c2C)cc1	-10.1	-4.2	-6.8	-0.9	2.5	-8.7	-9.3	0.1	-2.3	3.3
CC(C)C(O)(CC#CCN1CCCC1)c1ccccc1 (stereo not given)	-11.9	-15.6	-4.2	0.3	-0.6	0.8	-42.1	-0.7	-0.9	-2.0
CCN(CC)c1ccc(NC(=O)C2CCCC2)cc1	20.4	-19.3	-3.9	3.0	-1.1	/	-11.1	1.4	1.8	6.3
COc1ccc(C=Nc2cccc3ncccc23)cc1	-16.1	3.2	2.2	1.3	0.6	0.4	5.2	-1.5	-0.5	-0.8
COc1cccc(OC)c1OCCCOc1cccc2cccnc12	-11.7	/	-4.3	1.0	-1.5	73.7	-4.8	1.3	17.4	-6.0
Clc1ccc2nc(CSc3nnc4ccccn34)cn2c1	-1.6	-18.8	-7.6	10.9	-7.3	16.3	-28.1	0.7	/	-0.2
COc1ccc(-n2nc3c(N4CCC(C(=O)NCc5ccco5)CC4)nnc(C)c3c2C)cc1	-8.7	36.8	-6.9	2.4	4.5	-0.4	-18.4	/	/	/
O=C(Nc1ccc(Oc2ccccc2)nc1)C1CCN(Cc2cccc(F)c2)CC1	-8.1	-17.6	-6.5	1.6	-0.2	-20.1	-3.7	2.7	-1.4	-0.2
CC(C)CN(C(=O)CSc1nnc2ccccn12)c1c(N)n(CC(C)C)c(=O)[nH]c1=O	13.9	-11.8	3.5	-0.3	/	-0.2	-6.0	1.8	/	3.4
COc1cc2c(C(=O)NCCCN3CCN(c4cccc(Cl)c4)CC3)cn(C)c(=O)c2cc1OC	-2.4	-22.9	-4.0	-3.1	4.0	-7.3	0.2	2.7	-1.3	0.8
CC(=O)Nc1cccc(NC(=O)c2ccc3c(c2)CCN3S(C)(=O)=O)c1	0.9	24.2	-4.2	-2.6	-3.2	-0.1	9.2	2.2	-1.5	-4.0
O=[N+]([O-])c1ccc(N2CCN(c3ccccn3)CC2)c(Cl)c1	-0.2	/	-7.2	5.3	0.9	/	-15.0	-0.2	7.4	-0.1
O=C1NC2=C(C(=O)OC2)C(c2ccc(OC(F)(F)F)cc2)N1 (stereo not given)	-17.9	0.9	4.9	0.6	5.0	11.9	-1.8	2.8	1.9	-2.9
COc1ccccc1NC(=S)NCCc1ccc(F)cc1	-6.4	29.8	-1.4	0.2	1.3	-5.5	-0.6	0.3	0.8	2.8
COc1cc(OC)c(C2=NOC(C(=O)Nc3c(C)nn(CC(=O)N4CCCC4)c3C)C2)cc1Cl (stereo not given)	-6.6	34.3	-9.2	-2.0	5.2	-6.9	13.1	-0.2	/	-4.3
CNC(=O)Cc1csc2ccc(C)cc12	-10.3	-11.2	-0.1	-0.2	-1.7	2.7	7.0	0.1	5.6	29.0
O=C(Cn1c(NCCO)nc2ccccc21)NCCc1ccccc1	-3.6	-11.8	2.6	/	3.2	-4.3	/	1.1	/	-2.3
CCOC(=O)C1=C(c2ccccc2)NC(=O)NC1c1ccc(O)c(Cl)c1 (stereo not given)	-1.0	-16.2	-2.0	31.5*	-2.8	/	-118.4	-0.5	1.0	0.4
CCC(c1nnc(SCC(=O)Nc2cc(Cl)ccc2C#N)n1C1CCCCC1)N(C)C (stereo not given)	-0.1	23.4	-6.2	-1.1	6.6	-7.6	3.0	-2.4	-0.5	1.3
CCN(CC)Cc1cc(NC2=NS(=O)(=O)c3ccccc32)ccc1OC(=O)C(C)C	-9.4	-25.1	4.7	-2.3	2.2	14.4	-3.5	0.5	-5.7	8.3
CCn1cc(C(=O)NCCCN2CCN(C)CC2)c(=O)c2cc(S(=O)(=O)N3CCc4ccccc4C3)ccc21	-12.1	-10.4	-4.2	-2.2	-0.1	-1.5	5.5	-2.4	-0.2	-1.3
Cc1onc(-c2ccccc2Cl)c1C(=O)Nc1ncn[nH]1	1.9	-3.5	4.2	0.1	-6.0	2.5	-13.2	-0.6	28.8	-1.2
COC(=O)c1cccnc1-n1c(=O)c2cccnc2n(Cc2cccc(C(F)(F)F)c2)c1=O	-6.9	/	-20.1	-0.9	-1.9	-7.2	-25.2	-0.8	1.7	-4.6
